Pol eta inh = qHTS for Inhibitors of Polymerase Eta; DNA polymerase eta (Homo sapiens), Q9Y253; recombinant Pol eta, fluorescent DNA replication assay; Potency, µM (titrated, usually from 114 µM), without a hit: top-dose activity change, negative = inhibition, actives largely listed as inhibitors; 390,000 compounds, 1.2% hits; AID 588591, 2011; note: % is set by controls: 0 for no effect and ±100 for the full control effect
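Fluorescent replication assay: 50 nM final substrate added after a 15 min room-temperature compound preincubation with 10 nM enzyme. Signal taken at 0 min and again at 10 min.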
JMJD2A Tudor = qHTS Assay for Inhibitors of JMJD2A-Tudor Domain; 390,000 compounds, 4.4% hits; Potency, µM (top dose mostly 114 µM), without a hit: at the top dose activity change, negative = inhibition, usual class: inhibitors; AID 504339, 2011; AlphaScreen JMJD2A-Tudor / H3K4me3 peptide binding; Lysine-specific demethylase 4A (Homo sapiens), O75164; note: % is set by controls: 0 for no effect and ±100 for the full control effect; nearly all actives have a fitted effect of over 50% in size
BAZ2B block = qHTS Assay for Inhibitors of BAZ2B. 360,000 compounds, 4.4% hits. AlphaScreen BAZ2B-H3K14Ac peptide displacement. Potency, µM (series often up to 114 µM), inactives show top-dose activity change, negative = inhibition, hits mostly inhibitors. Bromodomain adjacent to zinc finger domain protein 2B (Homo sapiens), Q9UIF8; note: % is set by controls: 0 for no effect and ±100 for the full control effect; nearly all actives have a fitted effect of over 60% in size
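Protein-peptide AlphaScreen: BAZ2B 50 nM, b-H3K14Ac 50 nM, 1x PBS pH 7.4 + 0.01% Tween-20. Preincubation 30 min RT; cpd 30 min RT (top 110 uM); beads 20 min RT, light-protected.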
G9a inh = qHTS Assay for Inhibitors of Histone Lysine Methyltransferase G9a | G9a H3K9 monomethylation, AlphaScreen, 2 h | Potency, µM (highest dose often 102 µM), without a hit: at the highest dose activity, negative = inhibition, most hits filed as inhibitors | 350,000 compounds, 8.8% hits; note: % is set by controls: 0 for no effect and ±100 for the full control effect; nearly all actives have a fitted effect of over 75% in size
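Compounds were preincubated with 20 nM G9a for 15 min, after which biotinylated H3K9 peptide (500 nM) and SAM (20 uM) started a 2 h room-temperature reaction. Monomethylated product was quantified by antibody-based AlphaScreen chemiluminescence.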
BLM helicase inh = qHTS Assay for Inhibitors of Bloom's syndrome helicase (BLM); RecQ-like DNA helicase BLM (Homo sapiens), P54132; recombinant BLM DNA unwinding, fluorescence dequenching; Potency, µM (titrated, usually from 56.1 µM), for the others: top-dose activity change, negative = inhibition, most hits filed as inhibitors; 350,000 compounds, 0.2% hits;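 note: plate controls were vehicle for no effect and no enzyme for full effect; nearly all actives have a fitted effect of over 35% in size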
Pol beta inh = qHTS Assay for Inhibitors of DNA Polymerase Beta; 340,000 compounds, 1.3% hits; AID 485314, 2010; Potency, µM (doses to about 114 µM), inactives show top-dose activity change, negative = inhibition, usual class: inhibitors; Pol beta primer extension/strand displacement, fluorescence kinetic; note: % is set by controls: 0 for no effect and ±100 for the full control effect
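Enzyme-only controls used 10 nM Pol beta; buffer lacking enzyme served as negative control. Compound preincubated 15 min, then 50 nM substrate added; 0 and 10 min reads at room temperature.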
Pol kappa inh = qHTS for Inhibitors of Polymerase Kappa. DNA polymerase kappa (Homo sapiens), Q9UBT6. purified Pol kappa, fluorescent DNA synthesis assay, 10 min. Potency, µM (series often up to 107 µM), inactives show at the top dose activity, negative = inhibition, most hits filed as inhibitors. 400,000 compounds, 0.53% hits. AID 588579, 2011; note: % is set by controls: 0 for no effect and ±100 for the full control effect
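10 nM Pol kappa preincubated 15 min at room temperature with compounds, then reaction started with substrate at 50 nM final. Fluorescence read kinetically at 0 and 10 min; buffer-only wells served as negative control.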
APEX1 inh = qHTS Assay for Inhibitors of the Human Apurinic/apyrimidinic Endonuclease 1 (APE1); recombinant APE1, TAMRA/BHQ-2 abasic DNA cleavage fluorescence; Potency, µM (doses to about 65.8 µM), inactives show at the top dose activity change, negative = inhibition, hits mostly inhibitors; 350,000 compounds, 0.35% hits;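 note: plate controls were vehicle for no effect and reference inhibitor for full effect; nearly all actives have a fitted effect of over 55% in size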
Target sequence (P27695 whole entry, looked up): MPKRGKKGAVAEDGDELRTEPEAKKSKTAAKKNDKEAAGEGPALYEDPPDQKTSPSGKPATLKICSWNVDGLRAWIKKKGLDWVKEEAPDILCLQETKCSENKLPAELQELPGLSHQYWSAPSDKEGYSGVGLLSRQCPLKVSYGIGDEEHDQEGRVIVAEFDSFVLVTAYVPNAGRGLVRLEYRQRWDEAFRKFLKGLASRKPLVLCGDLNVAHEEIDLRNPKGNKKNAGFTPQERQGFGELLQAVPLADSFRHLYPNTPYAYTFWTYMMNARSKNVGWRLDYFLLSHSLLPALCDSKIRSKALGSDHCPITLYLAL
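Quantitative HTS: incision of a TAMRA/BHQ-2 double-stranded substrate bearing a tetrahydrofuran abasic site by 0.75 nM APE1 raises fluorescence. Substrate 50 nM final, added after 15 min compound preincubation at room temperature; progress as third-minus-first kinetic read difference.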
Pol iota inh = qHTS for Inhibitors of Polymerase Iota | DNA polymerase iota (Homo sapiens), Q9UNA4 | Pol iota fluorescent replication assay, 10 min | Potency, µM (titrated, usually from 115 µM), inactives show top-dose activity, negative = inhibition, hits mostly inhibitors | 390,000 compounds, 1% hits | AID 588590, 2011
Target sequence (Q9UNA4 whole entry, looked up): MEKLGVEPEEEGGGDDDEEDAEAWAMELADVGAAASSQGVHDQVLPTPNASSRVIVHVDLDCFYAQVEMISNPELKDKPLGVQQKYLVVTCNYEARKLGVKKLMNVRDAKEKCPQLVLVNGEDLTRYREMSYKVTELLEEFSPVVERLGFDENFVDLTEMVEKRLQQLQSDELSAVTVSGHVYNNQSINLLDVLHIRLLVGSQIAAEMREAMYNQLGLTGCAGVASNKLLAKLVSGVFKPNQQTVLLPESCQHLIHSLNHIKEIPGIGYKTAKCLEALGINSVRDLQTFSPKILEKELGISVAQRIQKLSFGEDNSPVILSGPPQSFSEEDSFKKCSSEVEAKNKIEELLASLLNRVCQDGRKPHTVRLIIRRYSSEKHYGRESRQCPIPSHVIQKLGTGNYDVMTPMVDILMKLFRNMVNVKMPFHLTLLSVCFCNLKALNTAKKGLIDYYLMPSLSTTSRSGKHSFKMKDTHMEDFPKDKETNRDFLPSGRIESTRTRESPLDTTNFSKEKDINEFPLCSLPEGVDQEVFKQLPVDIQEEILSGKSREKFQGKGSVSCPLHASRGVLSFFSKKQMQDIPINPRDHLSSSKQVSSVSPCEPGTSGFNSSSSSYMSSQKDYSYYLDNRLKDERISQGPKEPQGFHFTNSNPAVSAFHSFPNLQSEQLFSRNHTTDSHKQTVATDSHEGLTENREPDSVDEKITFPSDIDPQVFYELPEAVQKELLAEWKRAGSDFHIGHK
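Pol iota at 10 nM preincubated 15 min with compounds at room temperature; reaction started with fluorescent substrate, 50 nM final. Fluorescence read kinetically at 0 and 10 min; buffer-only wells as negative control.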
* marks the source's active call; other numbers are inactive results; ? = inconclusive; nt = not tested or not shown; & = joins results of further samples; [ ] = dose if it differs, or a comment. Calls come from the whole dose curve; as a rule, active = well fitted curve in the direction sought with a large enough effect; inconclusive = small, poorly fitted or top-dose-only effect, or another doubt; inactive = no such curve, though single readings can be large; an effect the other way counts as inactive or inconclusive. Potency is the fitted concentration of half-maximal effect.

1) CC12CCC(=O)N1C(C(=O)N1CCN(S(=O)(=O)c3ccc(F)c(F)c3)CC1)CS2 (stereo not given)
2) Cc1ccc2cc3c(N)c(C(=O)Nc4c(C)[nH]c(=O)[nH]c4=O)sc3nc2c1
3) CCCNC(=O)c1csc(Nc2cccc3ccccc23)n1
4) C/C(CC(=O)Nc1ccc(Cl)cc1)=N\NC(=O)C(=O)N1CCCCC1
5) Cc1ccccc1-c1nc2ccccc2c(=O)n1/N=C/c1ccc([N+](=O)[O-])cc1
6) N#Cc1cccc(NC(=O)N2CCCC3(CCN(C(=O)c4ccco4)CC3)C2)c1
7) C=CC[C@H](CC(=O)N(CCO)Cc1ccccc1)C(=O)NC[C@@H](OC(=O)[C@@H](CC=C)Cc1ccc(F)cc1)c1ccccc1
8) Cc1ccc(S(=O)(=O)N(CC(=O)Nc2ccc(C(N)=O)cc2)C(=O)N2CCN(C)CC2)cc1

assay / compound	1	2	3	4	5	6	7	8
Pol eta inh	-19%	?	-17%	-22%	-1%	nt	-16%	-14%
JMJD2A Tudor	-6%	-28%	-33%	-17%	-16%	nt	-21%	-2%
BAZ2B block	-2%	?	?	-2%	nt	nt	nt	1%
G9a inh	-6%[12.7 µM]	10µM*	16%[0.501 µM]	-5%	nt	-10%[12.7 µM]	nt	-6%
BLM helicase inh	nt	?	-4%	-3%	nt	-11%	nt	nt
Pol beta inh	nt	?	8%	11%	nt	nt	nt	nt
Pol kappa inh	-32%	-28%	-9%	0%	-17%	-5%[60.1 µM]	-23%	-2%
APEX1 inh	19%	-7%	-16%	-2%	nt	4%	-10%	44%
Pol iota inh	41%[activator]	?	?	175%[activator]	-21%	nt	2%	60%[activator]

9) CCc1cc[n+](C2=C([O-])c3ccccc3C(=O)/C2=N\S(=O)(=O)c2cccs2)cc1
10) O=C(CSc1ccc(-c2cccnc2)nn1)N1CCCC1
11) CCCCc1cc(O)c(CCCC)c(O)c1
12) O=C(NCc1ccco1)c1c(O)c2cccc3c2n(c1=O)CCC3
13) COc1ccc(CNC(=O)CCc2cn(Cc3cc(C)ccc3C)c3ccccc23)cc1OC
14) COc1ccc(C2=Nc3ccccc3N(CC(=O)Nc3cccc(C(C)=O)c3)C(=O)C2)cc1
15) CCOCCCNC(=O)CCc1nnc2ccc(N3CCN(c4cccc(OC)c4)CC3)nn12
16) N#CC1=C(N)N(c2ncn[nH]2)C2=C(C(=O)CCC2)C1c1ccccc1 (stereo not given)

assay / compound	9	10	11	12	13	14	15	16
Pol eta inh	50µM*	-13%	-17%	-2%	-1%	-17%	-18%	-11%
JMJD2A Tudor	79µM*	-13%	-2%	-20%	-20%	?	-14%	-6%
BAZ2B block	?	1%	-33%	19%	?	6%	-19%	-18%
G9a inh	?	11%	-29%	-11%	-37%[59 µM]	6%[59 µM]	-1%[59 µM]	3%
BLM helicase inh	?	-3%	-8%	2%	-7%	-1%	1%	2%
Pol beta inh	?	24%	6%	24%	0%	1%	8%	-7%
Pol kappa inh	-19%	1%	-9%	4%	-11%	0%	-1%	3%
APEX1 inh	-9%	2%	-2%	-1%	nt	nt	nt	-6%
Pol iota inh	?	190%[activator]	1%	0%	-19%	-5%	7%	20%

17) Cc1ccc(NC(=O)CCOc2ccccc2C)cc1C
18) Cc1cc(C(=O)Nc2ccccc2N2CCOCC2)c(C)o1
19) Cc1ccc(-c2nc3ncccc3o2)cc1NC(=S)NC(=O)c1ccco1
20) Cc1ccc(C(=O)CC(C(=O)O)P(=O)(c2ccccc2)c2ccccc2)cc1 (stereo not given)
21) O=C(Nc1ccc2c(c1)OCO2)N1CCN(c2ncccn2)CC1
22) CCOc1ccc(C(C(=O)NC2CCCCC2)N(C(=O)c2ccco2)c2ccc(-n3cnnn3)c(C)c2)cc1 (stereo not given)
23) C#CCOC(=O)CCCC(=O)Nc1ccccc1OC
24) Cc1ccccc1-c1noc(-c2ccccc2OCC(=O)Nc2ccccc2[N+](=O)[O-])n1

assay / compound	17	18	19	20	21	22	23	24
Pol eta inh	-8%	-16%	-8%	-5%	-5%	-6%	3%	-6%
JMJD2A Tudor	15%	-8%	-11%	-21%	-14%	-15%	-6%	20µM*
BAZ2B block	30%	0%	-24%	-26%	0%	10%	-3%	?
G9a inh	42%	56µM*	?	71µM*	-30%[12.7 µM]	24%[59 µM]	13%[59 µM]	14µM*
BLM helicase inh	-7%	-1%	-2%	-2%	-3%	-11%	1%	-8%
Pol beta inh	7%	11%	-14%	-1%	?	1%	19%	?
Pol kappa inh	-3%	-8%	0%	3%	-3%	-6%	-1%	-10%
APEX1 inh	10%	13%	?	1%	2%	-5%	7%	nt
Pol iota inh	42%[activator]	55%[activator]	25%	9%	33%[activator]	16%	17%	7%

One compound at a time (already shown). Order of screens: Pol eta inh, JMJD2A Tudor, BAZ2B block, G9a inh, BLM helicase inh, Pol beta inh, Pol kappa inh, APEX1 inh, Pol iota inh
`Cc1ccc(C(=O)CC(C(=O)O)P(=O)(c2ccccc2)c2ccccc2)cc1` (stereo not given) as listed: -5%, -21%, -26%, 71µM*, -2%, -1%, 3%, 1%, 9%
`Cc1ccc(NC(=O)CCOc2ccccc2C)cc1C` as listed: -8%, 15%, 30%, 42%, -7%, 7%, -3%, 10%, 42%[activator]
`Cc1cc(C(=O)Nc2ccccc2N2CCOCC2)c(C)o1` as listed: -16%, -8%, 0%, 56µM*, -1%, 11%, -8%, 13%, 55%[activator]
`O=C(Nc1ccc2c(c1)OCO2)N1CCN(c2ncccn2)CC1` as listed: -5%, -14%, 0%, -30%[12.7 µM], -3%, ?, -3%, 2%, 33%[activator]
`CCOc1ccc(C(C(=O)NC2CCCCC2)N(C(=O)c2ccco2)c2ccc(-n3cnnn3)c(C)c2)cc1` (stereo not given) as listed: -6%, -15%, 10%, 24%[59 µM], -11%, 1%, -6%, -5%, 16%

The list goes on:
Values run as follows: Pol eta inh, JMJD2A Tudor, BAZ2B block, G9a inh, BLM helicase inh, Pol beta inh, Pol kappa inh, APEX1 inh, Pol iota inh
25) CCN(CC)c1ccc(NC(=O)/C=C/c2cc(Br)ccc2OC)cc1
→ -7%, 4µM*, 8.9µM*, 2%[0.0925 µM], -7%, 3%, -9%, -4%, 21%
26) CC(=O)N1CCC[C@@]2(CCN(c3ncccn3)C2)C1
→ nt, nt, nt, 0%[12.7 µM], 3%, nt, 0%[60.1 µM], 1%, nt
27) Cc1cc(NC(=O)CN(C)CCOc2ccccc2)ccc1Br
→ -23%, 0.79µM*, 35µM*, 12%, -9%, ?, -5%, 4%, 98%[activator]
28) CCOc1ccc(S(=O)(=O)N2CCCCC2)cc1NC(=O)CC1OC(=O)c2ccccc21 (stereo not given)
→ -15%, -4%, 1%, -10%, nt, nt, -6%, 20%, 18%
29) COC(=O)c1cn(NC(=O)c2cc([N+](=O)[O-])ccc2F)c(=O)c2ccccc12
→ -4%, -15%, -28%, 1%, -3%, 0%, -15%, 4%, 75%[activator]
30) COc1ccc(C(CCN2CCCC(C)C2)c2c(OC)cc(OC)c3c(-c4ccccc4)cc(=O)oc23)cc1 (stereo not given)
→ -25%, ?, -37%, 14%[12.7 µM], -5%&-4%, ?, 4%&-18%, ?, -22%&-2%
31) CN(C)c1ccc(C(=O)OCC(=O)NCC2CCCO2)cc1 (stereo not given)
→ -9%, -2%, 9%, 11%[59 µM], -1%, 5%, -1%, 3%, 18%
32) CCc1ccc(NC(=O)C2=C(C)C(=O)OC23CCCCC3)cc1
→ nt, -7%, ?, -25%[59 µM], -5%, 28%, -3%, nt, 23%
33) COc1ccccc1-c1ccc2ncnc(NCc3cnc(C)cn3)c2c1
→ nt, nt, nt, 3%[0.501 µM], -12%, nt, 0%[60.1 µM], ?, nt
34) COc1ccc(NC(=S)NCCc2ccc(S(N)(=O)=O)cc2)c(OC)c1
→ -14%, 5%[11.4 µM], 2%, 35µM*, -4%, 36%, 0%, 0%, 38%[activator]
35) O=C(NCC(c1ccco1)N1CCCC1)c1cc2ccccc2s1 (stereo not given)
→ -8%, -22%, 2%, -9%[12.7 µM], nt, nt, -9%, 13%, 0%
36) O=C(Nc1cccc(C(=O)O)c1)/C(=C\c1ccc2c(c1)OCO2)NC(=O)c1ccc(Br)o1
→ -18%, -25%, -15%, -42%, -4%, -10%, -2%, 8%, 46%[activator]
37) CC(=O)Nc1ccc(C(=O)/C=C/c2ccc[nH]2)cc1
→ -4%, -21%, -14%, -36%, -16%, -17%, -17%, -1%, 39%[activator]
38) OCc1nnc2c3ccccc3c(-c3ccccc3)nn12
→ 3%, -2%, 3%, -1%[59 µM], -5%, -2%, -4%, 2%, 3%
39) O=C(NCCc1cccs1)c1ccc(Cn2c(SCc3cccc(F)c3)nc3cccnc32)cc1
→ -13%, 4%, 1%, 4%[59 µM], -5%, -2%, 6%, nt, 15%
40) O=C(CN1CCCCC1)N/N=C/c1ccccc1Br
→ 1%, -6%, ?, nt, 2%, 5%, -6%, -5%, 16%
41) Nc1[nH]n2c(=O)c3c(nc2c1N=Nc1ccc(Cl)cc1)CCCC3
→ ?, -32%, -26%, 0%[12.7 µM], -10%, 3%, -28%, 2%, 9%
42) Nc1ncc(Br)cc1S(=O)(=O)NCCC(=O)NCc1ccc(F)cc1
→ -7%, -13%, -18%, -6%, -2%, 2%, -3%, 71%[activator], 90%[activator]

Screens from PubChem.

An excerpt. The share of hits here may be higher or lower than overall.
